Pin1 inh – blocks the human prolyl isomerase Pin1. Pin1 FP peptide displacement, HiFluor488, 10 min. Q13526. AID 504891. actives 0.009% (n = 390,000). Potency, µM (top dose mostly 115 µM), inactives show at the highest dose activity, negative = inhibition, usual class: inhibitors; active = well fitted inhibition curve with a large enough effect in the polarisation, with a control signal flat, not every such curve was filed as active; inconclusive = small, poorly fitted or top-dose-only effect, or effect the other way, or a change in a side signal; inactive = no such curve, though single readings can be large or run the other way; the % refers to the polarisation; also: potency is read from the fitted curve at half-maximal effect; % is scaled to controls: 0 for no effect and ±100 for the full control effect
ERG Ets-DNA blk – inhibitors of human ERG Ets domain-DNA interaction. P11308. fluorescence polarization, His-ERG Ets domain / labelled DNA. Potency, µM (titrated, usually from 76.9 µM), without a hit: at the highest dose FP activity, negative = inhibition, hits mostly inhibitors. actives 0.028% (n = 370,000). AID 624246; active = well fitted inhibition curve with a large enough effect in the polarisation, with a control signal flat; inconclusive = small, poorly fitted or top-dose-only effect, or effect the other way, or a change in a side signal; inactive = no such curve, though single readings can be large or run the other way; the % refers to the polarisation;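 also: polarization taken with two DNA probes labelled with fluorescein and Texas red; potency is read from the fitted curve at half-maximal effect; % of control where 0% means no effect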
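His-tagged ERG Ets domain (1 uM in the protein solution; 300mM KCl, 50mM Tris-HCl, 1mM EDTA, 1mM DTT, pH 7.5) received compound, then a probe mix of 5 nM fluorescein-DNA and 100nM Texas-615-DNA. Fluorescence polarization was read for both dyes.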
PGK inhibitor – T. brucei PGK inhibition; P07378; PGK/GAPDH coupled, Kinase-Glo luminescence, 60 min; Potency, µM (top dose mostly 57.5 µM), inactives show at the top dose activity change, negative = inhibition, actives largely listed as inhibitors; actives 0.043% (n = 380,000); also: potency is read from the fitted curve at half-maximal effect; % is scaled to controls: 0 for no effect and ±100 for the full control effect; nearly all actives have a fitted effect of over 60% in size
Target sequence (P07378 whole entry, looked up): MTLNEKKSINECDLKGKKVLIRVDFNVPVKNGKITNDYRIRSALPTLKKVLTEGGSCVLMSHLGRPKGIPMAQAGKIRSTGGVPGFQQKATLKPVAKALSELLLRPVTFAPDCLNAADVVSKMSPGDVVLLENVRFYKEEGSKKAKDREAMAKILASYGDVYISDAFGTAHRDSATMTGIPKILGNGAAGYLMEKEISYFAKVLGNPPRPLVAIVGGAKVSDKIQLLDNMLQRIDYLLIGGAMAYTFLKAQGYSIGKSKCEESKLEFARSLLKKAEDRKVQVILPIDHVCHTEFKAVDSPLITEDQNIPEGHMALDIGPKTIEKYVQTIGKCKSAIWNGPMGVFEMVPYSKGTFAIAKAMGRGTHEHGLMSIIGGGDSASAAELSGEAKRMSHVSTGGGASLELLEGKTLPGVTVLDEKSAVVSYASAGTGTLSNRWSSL
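Recombinant glycosomal PGK reaction used 1,3-bisphosphoglycerate generated in-well by GAPDH (100nM final) in 100mM TEA pH 7.6, 5mM MgCl2, 0.01% Tween-20. After 60 minutes at room temperature, ATP was read by Kinase-Glo Plus luminescence end-point.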
PI4K2A block – PI4K2A (human) kinase inhibition; activity change, negative = inhibition, % at 76.9 µM; purified PI4K2A, ADP-Glo luminescence, 1 h; hits give low values; actives 0.13% (n = 420,000); in the data active = activity change below about -50%; inconclusive = mostly about -30% to -49%;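 also: -100% = wells without enzyme as full effect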
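PI4K2A activity was measured by ADP-Glo luminescence: enzyme (4 ug/mL stock) and phosphatidylinositol (1.2 mM stock) in Tris pH 7.5/MgCl2/EGTA/Triton X-100 buffer were reacted with ATP (300 microM stock) for one hour at ambient temperature.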
JMJD2A Tudor inh – JMJD2A Tudor domain (human) inhibition. Potency, µM (highest dose often 114 µM), for the others: top-dose activity change, negative = inhibition, actives largely listed as inhibitors. actives 4.4% (n = 390,000). O75164. AID 504339. AlphaScreen JMJD2A-Tudor / H3K4me3 peptide binding; also: potency is read from the fitted curve at half-maximal effect; % is scaled to controls: 0 for no effect and ±100 for the full control effect; nearly all actives have a fitted effect of over 50% in size
BAZ2B inh – blocks human BAZ2B. Potency, µM (titrated, usually from 114 µM), without a hit: top-dose activity change, negative = inhibition, most hits filed as inhibitors. AlphaScreen BAZ2B-H3K14Ac peptide displacement. actives 4.4% (n = 360,000). Q9UIF8; also: potency is read from the fitted curve at half-maximal effect; % is scaled to controls: 0 for no effect and ±100 for the full control effect; nearly all actives have a fitted effect of over 60% in size
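In this displacement format the biotinylated H3(5-23) peptide acetylated at Lys14 serves as ligand at 50 nM, with BAZ2B at 50 nM in PBS pH 7.4 containing 0.01% Tween-20. Donor and acceptor beads are 10 ug/mL final.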
GLS inh – inhibitors of human glutaminase (GLS) | O94925 | actives 0.21% (n = 410,000) | Potency, µM (doses to about 45.5 µM), without a hit: at the highest dose activity change, negative = inhibition, most hits filed as inhibitors | AID 624170 | GLS enzymatic activity, qHTS titration; also: potency is read from the fitted curve at half-maximal effect; % is scaled to controls: 0 for no effect and ±100 for the full control effect
Target sequence (O94925 whole entry, looked up): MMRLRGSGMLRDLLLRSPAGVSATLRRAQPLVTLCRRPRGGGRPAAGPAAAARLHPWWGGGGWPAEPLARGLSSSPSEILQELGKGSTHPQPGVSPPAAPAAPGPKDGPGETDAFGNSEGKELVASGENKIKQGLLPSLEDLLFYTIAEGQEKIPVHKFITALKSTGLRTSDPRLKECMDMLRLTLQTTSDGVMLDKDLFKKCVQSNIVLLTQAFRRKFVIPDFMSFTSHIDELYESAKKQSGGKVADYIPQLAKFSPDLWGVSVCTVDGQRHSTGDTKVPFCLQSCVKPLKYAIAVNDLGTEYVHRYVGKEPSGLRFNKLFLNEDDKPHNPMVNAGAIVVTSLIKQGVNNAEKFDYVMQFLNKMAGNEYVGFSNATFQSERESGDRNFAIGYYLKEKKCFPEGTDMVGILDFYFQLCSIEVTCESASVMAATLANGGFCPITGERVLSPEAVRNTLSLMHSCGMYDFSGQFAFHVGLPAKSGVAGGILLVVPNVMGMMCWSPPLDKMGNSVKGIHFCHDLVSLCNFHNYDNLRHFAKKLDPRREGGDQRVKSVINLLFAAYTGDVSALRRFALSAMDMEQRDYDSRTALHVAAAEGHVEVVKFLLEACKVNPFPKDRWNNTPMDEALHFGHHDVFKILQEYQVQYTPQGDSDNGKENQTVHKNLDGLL
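Assay buffer: 45 mM KH2PO4 pH 8.2, 0.02% Tween-20. hKGA acts on L-glutamine (1 mM solution added); product glutamate is reported by an oxidase/peroxidase Amplex Red coupling, with fluorescence taken at baseline and 30 min.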
HP1b binding inh – blocks HP1-beta chromodomain binding to methylated histone tails | AID 540317 | P83916 | Potency, µM (doses to about 114 µM), without a hit: top-dose activity change, negative = inhibition, actives largely listed as inhibitors | actives 0.56% (n = 390,000) | AlphaScreen HP1-beta / biotin-H3K9me3 peptide binding; also: potency is read from the fitted curve at half-maximal effect; nearly all actives have a fitted effect of over 70% in size; inactives centre near 23
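AlphaScreen: HP1-beta (50 nM) preformed 30 min with biotin-H3(1-18)K9me3 peptide (50 nM) in PBS pH 7.4, 0.01% Tween-20. Compound added for 30 min at RT, then streptavidin donor/nickel chelate acceptor beads (10 ug/mL) for 30 min.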
G9a inh – blocks human histone lysine methyltransferase G9a; actives 8.8% (n = 350,000); Potency, µM (titrated, usually from 102 µM), without a hit: at the highest dose activity, negative = inhibition, most hits filed as inhibitors; AID 504332; G9a H3K9 monomethylation, AlphaScreen, 2 h; also: potency is read from the fitted curve at half-maximal effect; % is scaled to controls: 0 for no effect and ±100 for the full control effect; nearly all actives have a fitted effect of over 75% in size
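Quantitative HTS format: methyltransferase activity on a biotin-tagged H3K9 peptide is measured by AlphaScreen, using a rabbit anti-monomethyl-H3K9 antibody with streptavidin donor and anti-IgG acceptor beads. Final levels are 20 nM enzyme, 500 nM peptide, 20 uM SAM; 2 h RT.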
The depositor's hits bear a star; i = inactive; u = inconclusive; x = not tested or not shown; & = joins results of further samples; [ ] = another dose, or the depositor's remark. Unless noted, calls follow the shape of the dose curve; as a rule, active = well fitted curve in the direction sought with a large enough effect; inconclusive = small, poorly fitted or top-dose-only effect, or another doubt; inactive = no such curve, though single readings can be large; an effect the other way counts as inactive or inconclusive.

Compound,BAZ2B inh,ERG Ets-DNA blk,HP1b binding inh,G9a inh,GLS inh,JMJD2A Tudor inh,PI4K2A block,Pin1 inh,PGK inhibitor
Cc1cc(C)c2nc(SCC(=O)NCCN3C(=O)CSC3=O)cc(C)c2c1,5.3%,-8.2%,20.0%,-6.4%,4.4%,-14.1%,3.9,7.2%,1.9%
O=c1c2sc3ccccc3c2n(Cc2ccccc2)c(=O)n1CCc1ccccc1,0.9%,1.0%,50.0%[activator],12.4%[59 µM],2.3%,-12.6%,-4.5,u,-5.3%
Nc1ncc(Br)cc1S(=O)(=O)NCCC(=O)N1CCN(c2ccccn2)CC1,-7.9%,-5.4%,15.0%,-17.1%,-7.4%,3.8%,-1.3,-0.2%,9.3%
CN(C)CCN1C(=O)C2C3C=CC(C3)C2C1=O (centres undefined),-27.7%,3.1%,12.9%,-5.1%,-3.5%,-16.2%,0.1,-9.7%,-10.5%
CC(=O)Nc1ccc(S(=O)(=O)N2CCN(c3cc(C)ccc3C)CC2)cc1,-30.7%,14.6%,12.6%,-20.9%,-7.4%,-27.9%,-0.6,4.6%,-6.1%
CCCn1cc(S(=O)(=O)c2ccc(OCC)cc2)c(=O)c2cc(C)ccc21,-3.3%,0.3%,20.7%,-1.8%[59 µM],4.6%,-18.2%,-0.6,-21.2%,-7.8%
CC1CCCCN1C(=O)CCS(=O)(=O)c1cc2c(cc1Cl)NC(=O)CO2 (centres undefined),9.7%&-10.4%,-4.4%&0.2%,23.7%&49.0%,4.7%[59 µM],-0.7%&2.2%,-9.9%&4.6%,-1.4&-0.4,-6.5%&-2.0%,-3.8%&-7.7%
Cc1nn2c(-c3ccccc3)ccnc2c1Br,35.0%[activator],4.0%,81.9%[activator],65.4%[activator],-20.2%,30.4%,0.5,-0.1%,i
CCc1cc(C(=O)Nc2cnn(Cc3ccc(F)cc3)c2)no1,2.5%,4.4%,24.0%,-29.6%[59 µM],-2.0%,-8.9%,-0.6,-0.2%,2.6%
CCOc1ccc(N(C)S(=O)(=O)c2c(C(=O)N3CCC(C)CC3)c(C)n(C)c2C)cc1,-30.8%,-0.5%,-4.1%,-4.3%[59 µM],9.1%,-26.5%,4.1,-4.8%,-2.3%
O=C(CN1C(=O)C2C3CCC(C3)C2C1=O)Oc1ccc2ccccc2c1 (centres undefined),8.4%,2.1%,28.7%,-4.1%[59 µM],15.0%,-9.2%,-0.3,1.2%,15.1%
CCOc1ccc2nc(Cl)sc2c1,15.1%,2.7%,1.9%,35.5µM*,10.8%,-2.8%,-3.1,-5.4%,i

Compound,BAZ2B inh,ERG Ets-DNA blk,HP1b binding inh,G9a inh,GLS inh,JMJD2A Tudor inh,PI4K2A block,Pin1 inh,PGK inhibitor
C=CCN(CC=C)C(=S)Nc1cc(Cl)ccc1OC,-9.6%,-6.4%,37.8%,-2.3%,11.6%,10.3%,-10.5,2.9%,5.2%
O=[N+]([O-])c1ccc(-c2cccnc2)cc1,x,-9.5%,0.8%,x,-4.9%,-9.7%,7.1,2.2%,8.9%
O=C1NC[C@@H](Cc2ccc(O)cc2)N(CCc2cccc(F)c2)C1=O,-20.9%,4.2%,34.1%,-33.7%[59 µM],19.0%,-20.1%,1.2,3.8%,-4.9%
OC(COc1ccc2ccccc2c1Br)Cn1ccnc1 (centres undefined),-36.7%,-2.1%,u,-8.0%[12.7 µM],6.1%,u,-9.7,3.7%,-3.3%
COc1ccc(C(NC(=O)N2CC(C)OC(C)C2)C(Cl)(Cl)Cl)cc1F (centres undefined),9.7%,7.9%,4.5%,12.6%,7.6%,u,4.6,4.2%,-0.8%
CC(C)n1c(SCC(=O)NCc2ccco2)nc2c1c(=O)n(C)c(=O)n2C,-4.1%,-1.1%,26.6%,0.7%[12.7 µM],-0.1%,-5.5%,-1.4,u,x
COC(=O)C(=N/Nc1ccccc1C(=O)OC)/C(C)=N/O,-15.3%,0.9%,12.5%,50.1µM*,1.6%,2.9%,-0.1,1.6%,4.9%
O=C(Nc1nc(-c2ccccc2)cs1)c1cccc([N+](=O)[O-])c1,39.8µM*,5.2%,-25.5%,31.6µM*,-1.3%,u,1.7,3.3%,-2.4%
Cc1nn(-c2ccc(N3CCCC3)nn2)c(C)c1CCC(=O)NCc1ccc(OC(C)C)cc1,-33.3%,7.9%,38.8%,5.1%[59 µM],5.7%,-12.0%,1.9,-0.8%,-3.9%
Cc1cc(OC(=O)c2ccc3ccccc3c2)c([N+](=O)[O-])c(=O)[nH]1,-22.4%,-1.8%,30.0%,44.7µM*,-2.3%,-28.7%,-4.6,-0.7%,-1.3%
O=C(CCc1ccccc1)NC1CC(=O)N(c2ccccc2)C1 (centres undefined),-0.5%,-22.4%,40.3%,13.5%[59 µM],7.4%,7.1%,-2.3,1.1%,-5.0%
CCOc1ccc(/C(O)=C2/C(=O)C(=O)N(CCOCCO)C2c2cccnc2)cc1 (centres undefined),-6.5%,-0.2%,11.8%,x,9.3%,79.4µM*,9.0,-4.4%,0.7%

Compound,BAZ2B inh,ERG Ets-DNA blk,HP1b binding inh,G9a inh,GLS inh,JMJD2A Tudor inh,PI4K2A block,Pin1 inh,PGK inhibitor
O=C(CCN1C(=O)c2ccccc2C1=O)Nc1cccnc1,5.0%,3.5%,17.5%,7.0%[59 µM],12.4%,-1.5%,-3.9,-2.0%,-4.1%
O=C(/C=C/c1ccc2c(c1)OCCCO2)c1ccccc1O,u,-0.9%,u,u,1.8%,u,-11.2,1.0%,-3.9%
O=c1[nH]n2c(-c3ccccc3)nc(O)c2c2ccccc12,-1.8%,7.6%,26.1%,x,10.7%,-0.3%,-1.3,3.3%,-1.5%
CN(C(=O)c1cccc(S(=O)(=O)NCc2ccccc2)c1)C1CCCCC1,x,5.4%,20.9%,x,-6.3%,-21.9%,-0.1,-8.7%,i
CCOC(=O)c1c(CN2CCCCC2)n(C)c2cc(Br)c(OC)cc12,-8.9%,-6.4%,35.4%,6.6%[12.7 µM],4.5%,-2.5%,-0.4,-2.7%,3.0%
CCCCCCCC(=O)N/N=C/c1ccc([N+](=O)[O-])o1,-29.8%,1.8%,2.1%,u,-12.0%,-34.6%,-0.6,-3.4%,x
COC(=O)Cn1c(=O)c2cccn2c2ccc(F)cc21,6.1%,2.4%,47.8%[activator],5.6%[59 µM],-0.8%,4.0%,-3.7,3.1%,-2.0%
COc1ccc(-c2[nH]c(-c3ccc(C(=O)O)cc3)nc2-c2ccccc2)cc1,79.4µM*,-5.4%,18.7%,79.4µM*,-2.4%,u,0.5,-1.8%,-11.9%
O=C(Nc1nc2c(s1)CCCC2)c1ccc(N2C(=O)CCC2=O)cc1,-15.4%,-2.1%,7.8%,-8.8%,-4.1%,-16.0%,-6.1,-0.1%,-9.7%
COc1cc(/C=C2\Oc3cc(O)ccc3C2=O)ccc1O,-0.9%,113.6%[activator],47.8%[activator],22.8%[12.7 µM],19.3%,4.8%,-0.1,u,-5.4%
CCOC(=O)Nc1ccc2c(c1)nc(CN1CCOCC1)n2C,-1.1%,-0.7%,24.1%,15.0%[59 µM],6.0%,-12.4%,-3.7,3.5%,-7.7%
CN(Cc1ccon1)C(=O)CCc1nnc(Cc2ccc(-c3ccccc3)cc2)o1,-6.8%,-3.0%,41.3%[activator],0.4%,u,-8.4%,2.5,-4.5%,-2.5%

Compound,BAZ2B inh,ERG Ets-DNA blk,HP1b binding inh,G9a inh,GLS inh,JMJD2A Tudor inh,PI4K2A block,Pin1 inh,PGK inhibitor
Cc1ccc(OCC(=O)n2nc(C)cc2C)c(Br)c1,77.4%[activator],x,78.4%[activator],45.6%[59 µM],-6.5%,66.0%[activator],0.9,3.6%,0.5%
CC(=O)Oc1ccc2c(C)cc(=O)oc2c1C(=O)c1ccccc1,-14.2%,3.7%,25.4%,-32.9%[59 µM],219.5%[activator],-1.7%,10.2,4.5%,-0.1%
CCOc1ccc(NC(=O)c2sc3nc4n(c(=O)c3c2C)CCCC4)cc1,31.6µM*,8.3%,57.3%[activator],15.8µM*,1.8%,u,1.9,u,-4.9%
O=C(O)c1ccc(N/N=C/c2ccc(OC(=O)c3cccc(Cl)c3)cc2)cc1,50.1µM*,-0.9%,u,1.7%[12.7 µM],-1.1%,-19.1%[11.4 µM],3.1,u,-14.0%
CNC(=O)C1=C(C)Nc2nc3ccccc3n2C1c1ccc(F)cc1 (centres undefined),-27.4%,5.7%,-18.9%,u,-1.3%,-16.4%,0.6,-5.3%,-12.4%
CC1=C(C(=O)Nc2cccc(C(=O)NC3CCCC(C)C3C)c2)SCCO1 (centres undefined),-35.6%,4.6%,36.6%,11.4%,3.1%,u,-3.0,0.7%,-8.8%
CCCCc1nnc(SCc2cc(=O)c3cc(C(=O)OCC)ccc3[nH]2)n1C,4.0%,-5.1%,19.7%[57 µM],10.0%[59 µM],2.2%,-8.8%,-3.0,-9.2%,7.5%
COc1ccc(S(=O)(=O)Nc2ccc3oc4c(c3c2)C(=O)CC(C)(C)C4)cc1,4.1%,-4.1%,33.4%,-0.5%[59 µM],-7.8%,7.3%,2.0,1.3%,-3.0%
